ERG-DNA inh = blocks human ERG Ets domain binding to DNA. fluorescence polarization, His-ERG Ets domain / labelled DNA. actives 0.028% (n = 370,000). P11308. Potency, µM (highest dose often 76.9 µM), without a hit: at the highest dose FP activity, negative = inhibition, actives largely listed as inhibitors; active = well fitted inhibition curve with a large enough effect in the polarisation, with a control signal flat; inconclusive = small, poorly fitted or top-dose-only effect, or effect the other way, or a change in a side signal; inactive = no such curve, though single readings can be large or run the other way; the % refers to the polarisation;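 note: polarization taken with two DNA probes labelled with fluorescein and Texas red; potency is the fitted concentration of half-maximal effect; % of control where 0% means no effect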
Target sequence (P11308 whole entry, looked up, the tested form may be a part): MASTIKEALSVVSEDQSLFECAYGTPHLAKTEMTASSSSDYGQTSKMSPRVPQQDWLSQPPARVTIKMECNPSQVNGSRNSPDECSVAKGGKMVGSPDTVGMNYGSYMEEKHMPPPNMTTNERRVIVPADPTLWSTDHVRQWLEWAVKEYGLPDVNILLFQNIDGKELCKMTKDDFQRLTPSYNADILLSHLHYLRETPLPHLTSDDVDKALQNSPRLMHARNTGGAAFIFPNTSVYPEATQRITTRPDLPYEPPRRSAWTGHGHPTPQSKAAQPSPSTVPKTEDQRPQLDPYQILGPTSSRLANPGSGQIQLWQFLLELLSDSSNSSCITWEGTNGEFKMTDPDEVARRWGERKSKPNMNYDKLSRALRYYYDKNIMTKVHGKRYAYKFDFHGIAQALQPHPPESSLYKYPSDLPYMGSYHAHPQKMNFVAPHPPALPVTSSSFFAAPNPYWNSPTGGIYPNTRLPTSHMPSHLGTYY
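His-tagged ERG Ets domain (1 uM in the protein solution; 300mM KCl, 50mM Tris-HCl, 1mM EDTA, 1mM DTT, pH 7.5) received compound, then a probe mix of 5 nM fluorescein-DNA and 100nM Texas-615-DNA. Fluorescence polarization was read for both dyes.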
APE1 inh = inhibitors of human APE1 endonuclease. P27695. recombinant APE1, TAMRA/BHQ-2 abasic DNA cleavage fluorescence. Potency, µM (highest dose often 65.8 µM), without a hit: at the top dose activity change, negative = inhibition, hits mostly inhibitors. actives 0.35% (n = 350,000). AID 2517;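 note: potency is the fitted concentration of half-maximal effect; plate controls were vehicle for no effect and reference inhibitor for full effect; nearly all actives have a fitted effect of over 55% in size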
Target sequence (P27695 whole entry, looked up): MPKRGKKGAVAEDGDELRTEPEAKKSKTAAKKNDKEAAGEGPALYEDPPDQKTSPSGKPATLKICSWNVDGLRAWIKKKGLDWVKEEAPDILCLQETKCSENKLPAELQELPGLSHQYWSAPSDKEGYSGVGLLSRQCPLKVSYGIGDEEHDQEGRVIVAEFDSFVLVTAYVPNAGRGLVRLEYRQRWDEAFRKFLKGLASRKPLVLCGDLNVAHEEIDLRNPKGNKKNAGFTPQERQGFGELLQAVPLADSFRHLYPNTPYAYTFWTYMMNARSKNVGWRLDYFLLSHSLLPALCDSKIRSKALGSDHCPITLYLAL
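Enzyme (0.75 nM final) and test compound are incubated 15 min at room temperature before adding 50 nM quenched THF abasic-site duplex. Cleavage dequenches TAMRA, followed at 525/598 nm over three reads one minute apart.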
ALOX12 inh = ALOX12 (human) lipoxygenase inhibition | actives 1.1% (n = 580,000) | AID 1671190 | Potency, µM (doses to about 108 µM), without a hit: top-dose activity change, negative = inhibition, usual class: inhibitors | purified 12hLO, xylenol orange hydroperoxide absorbance | P18054; note: potency is the fitted concentration of half-maximal effect; % is set by controls: 0 for no effect and ±100 for the full control effect
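Purified human 12hLO (150 nM final) in 25 mM Hepes, 0.01% Triton X-100, pH 7.0 was preincubated 15 min at room temperature with compound. Then 40 uM arachidonic acid was added, 30 min. Hydroperoxide was read by Fe-XO absorbance ratio 573/405 nm.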
Pol kappa inh = DNA polymerase kappa (human) inhibition | purified Pol kappa, fluorescent DNA synthesis assay, 10 min | actives 0.53% (n = 400,000) | AID 588579 | Potency, µM (titrated, usually from 107 µM), for the others: at the highest dose activity, negative = inhibition, most hits filed as inhibitors; note: potency is the fitted concentration of half-maximal effect; % is set by controls: 0 for no effect and ±100 for the full control effect
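50 nM final substrate added after 15 min RT preincubation of 10 nM Pol kappa with compound; fluorescence read at 0 and 10 min.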
Apoferritin bind = candidate novel general anesthetic via apoferritin binding. apoferritin/1-aminoanthracene competitive binding, fluorescence. Potency, µM (series often up to 77.5 µM), without a hit: at the top dose activity change, negative = displacement, most hits filed as inhibitors. actives 0.074% (n = 350,000); note: potency is the fitted concentration of half-maximal effect; % is set by controls: 0 for no effect and ±100 for the full control effect; nearly all actives have a fitted effect of over 20% in size
Target sequence (P02791 2-175 limits assumed): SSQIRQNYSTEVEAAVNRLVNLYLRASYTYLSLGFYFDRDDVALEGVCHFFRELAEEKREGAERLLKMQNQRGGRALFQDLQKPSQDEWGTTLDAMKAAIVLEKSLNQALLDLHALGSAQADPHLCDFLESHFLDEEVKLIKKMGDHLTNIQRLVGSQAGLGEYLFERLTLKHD
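Steps: apoferritin (10 uM) was premixed with half-saturated 1-AMA in PBS, compounds were pin-transferred, plates stood 10 min at room temperature, fluorescence was read at 380/535 nm, and curves were fitted with a Hill equation.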
Pol eta inh = DNA polymerase eta (human) inhibition | Q9Y253 | recombinant Pol eta, fluorescent DNA replication assay | Potency, µM (titrated, usually from 114 µM), without a hit: top-dose activity change, negative = inhibition, most hits filed as inhibitors | actives 1.2% (n = 390,000); note: potency is the fitted concentration of half-maximal effect; % is set by controls: 0 for no effect and ±100 for the full control effect
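Fluorescent replication assay: 50 nM final substrate added after a 15 min room-temperature compound preincubation with 10 nM enzyme. Signal taken at 0 min and again at 10 min.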
RGS4 inh = blocks human RGS4-accelerated GTP hydrolysis | P49798 | Transcreener GDP fluorescence polarization, RGS4-accelerated GTP hydrolysis | Potency, µM (highest dose often 114 µM), for the others: at the top dose activity change, negative = inhibition, hits mostly inhibitors | actives 0.039% (n = 390,000) | AID 504845; note: potency is the fitted concentration of half-maximal effect; % is set by controls: 0 for no effect and ±100 for the full control effect; nearly all actives have a fitted effect of over 75% in size; some results filed as inactive show a strong effect at the top dose
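MLSMR compounds (23 nl, pin-transferred) preincubated 10 min at room temperature with a 500nM (2x) first reagent, then RGS4 at 900nM (2x) plus Transcreener GDP mix added; fluorescence polarization (620/688 nm) read before and after 90 min at 30 °C.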
Pol beta inh = blocks human DNA polymerase beta activity; P06746; Pol beta primer extension/strand displacement, fluorescence kinetic; actives 1.3% (n = 340,000); Potency, µM (doses to about 114 µM), for the others: top-dose activity change, negative = inhibition, hits mostly inhibitors; AID 485314; note: potency is the fitted concentration of half-maximal effect; % is set by controls: 0 for no effect and ±100 for the full control effect
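Homogeneous kinetic assay of primer extension and strand displacement by 10 nM Pol beta, preincubated 15 min at room temperature with compound before 50 nM substrate (final) was added. Read at 0 and 10 min; four-parameter Hill fit.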
LDHA block = blocks human lactate dehydrogenase A; actives 0.15% (n = 480,000); purified LDHA, NADH/diaphorase-resazurin fluorescence; stronger effect = lower value; activity change, % (values are at about 110 or 230 µM); in the data active = activity change below about -30%; inconclusive = mostly about -25% to -30%;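 note: plate controls were DMSO wells for no effect and wells without enzyme for full effect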
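Resorufin fluorescence (ex540/em590), read at 0 and 20 min after diaphorase/resazurin addition, reports the NADH left after a 5 min room-temperature reaction of 2 nM human LDH5 with 0.06 mM NADH and 0.2 mM pyruvate.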
The depositor's hits bear a star; ? = inconclusive; · = not tested or not shown; & = joins results of further samples; [ ] = dose if it differs, or a comment. Unless noted, calls come from the whole dose curve; as a rule, active = well fitted curve in the direction sought with a large enough effect; inconclusive = small, poorly fitted or top-dose-only effect, or another doubt; inactive = no such curve, though single readings can be large; an effect the other way counts as inactive or inconclusive. Not all compounds are listed; count on the stated rates, not on these rows.

SMILES	ERG-DNA inh	APE1 inh	ALOX12 inh	Pol kappa inh	Apoferritin bind	Pol eta inh	RGS4 inh	Pol beta inh	LDHA block
Cn1c(=O)c2c(nc(CN3CCC(C(N)=O)CC3)n2Cc2c(Cl)cccc2Cl)n(C)c1=O	3%	-2%	16%	-5%	-22%	-6%	-4%	?	-8
OCCN(CCO)Cc1csc2ccccc12	0%	-6%	-11%	4%	0%	-9%	7%	16%	-3
CN(C)c1ccc(/C=N\Nc2nc(-c3ccccc3)cc(=O)[nH]2)cc1	15%	-1%	-8%	-5%	2%	-18%	1%	88%	0
COc1cccc(NS(=O)(=O)c2ccc3c(c2)N(C(C)=O)CCS3)c1	-8%	42%	-6%	-24%	-9%	-10%	-2%[11.4 µM]	-19%	-1
COc1ccc(C(=O)N/N=C/c2ccc(N3CCOCC3)o2)cc1OC	0%	2%	-8%	-23%	-1%	-4%	?	0%	14
N[C@@H](C(=O)O)[C@@H](CC(=O)O)c1ccc(Cl)cc1	·	-3%	4%	8%[19.4 µM]	7%	·	·	·	·
CCC(C)[C@@H](CN(N=O)[C@@H](Cc1ccccc1)CN(C)N=O)N(CCc1ccccc1)N=O (some centres undefined)	-11%	-2%	·	3%	-20%	1%	2%	-1%	0
CCCCNC(=O)/C(C#N)=C/c1ccc(-c2ccc(S(=O)(=O)N3CCOCC3)cc2)o1	-2%	-3%	-2%	-12%	-20%	-14%	12%	3%	-2
Cc1cc(C)cc(NC(=O)C(Cc2ccccc2)NS(=O)(=O)c2ccc3c(c2)c(=O)n(C)c(=O)n3C)c1 (centres undefined)	2%	·	0%	-1%	?	-14%	-3%	19%	7
O=C(CSc1ccc(Cl)cc1)NC(=O)NC1CCCC1	4%	10%	?	-8%	·	?	-19%	·	-3
COc1ccc(NC(=O)COC(=O)C2=COCCO2)cc1OC	4%	-2%	-3%	0%	-2%	-9%	-27%	-2%	-1
O=C(/C=C/c1ccc(F)cc1)NC(=S)Nc1ccccc1C(=O)NC1CCCCC1	·	-3%	-3%	-7%	-9%	2%	2%	24%	-5
CCC(CC)C(=O)Nc1ccc(C)c(O)c1	-7%	-1%	0%	-14%	?	-7%	22%	-6%	-2
O=C(CCC1CCCN(Cc2cccc(Cl)c2)C1)NCc1ccccc1F (centres undefined)	3%	-7%	-15%	3%	-3%	-9%	-6%	-13%	-2
O=c1[nH]c2ccc(NC(=S)Nc3ccc(Cl)cc3)cc2[nH]1	7%	-1%	?	-20%	-12%	-8%	-38%	-1%	7
COc1ccccc1NC(=O)NCCN1CCNC1=O	3%	9%	99%[activator]	3%	21%	-8%	9%	-16%	-2
C/C=C(\C)C(=O)NCCN1C2=NC[C@H](Cc3ccc(O)cc3)N2C[C@@H]1Cc1ccc(OC)cc1	4%	-3%	?	7%	-1%	-8%	-11%	-4%	2
Cn1cc(/C=C(\C#N)C(=O)Nc2cccc([N+](=O)[O-])c2)c2ccccc21	-4%	8%	3%	-16%	-4%	-12%	4%	-6%	-6
CCCC12CN3CC(C)(CN(C1)C3c1cn(C)c3ccccc13)C2=O (centres undefined)	2%	·	3%	-13%	1%	-15%	23%	-8%	0
O=C(NCc1ccco1)c1nn2c(C(F)(F)F)cc(-c3cccs3)nc2c1Cl	·	-2%	-8%	-3%	-7%	0%	-16%	16%	-9
COc1ccc(NC(=O)CSc2nc3ccccc3c(=O)n2C)cc1	2%	-6%	29%	-6%	-2%	-12%	9%	36%	-8
Cc1ccc(NC(=O)c2cc(-c3ccccc3O)n[nH]2)cc1Cl	0%	50%[activator]	10%	-7%	13%	-10%	-16%	-3%	-9
CCn1c(COC(=O)CNC(=O)c2cc(OC)c(OC)c(OC)c2)nc2cc(S(=O)(=O)N(C)C)ccc21	-9%	-1%	0%	-15%	·	-8%	5%	·	-6
CCCCN1CNC(=S)N(c2ccccc2OCC)C1	-13%	1%	-23%	-14%	0%	-9%	-2%	34%	-5
C[C@H]1CN([C@@H](C)CO)C(=O)c2cccc(NS(=O)(=O)c3ccc(F)cc3)c2O[C@H]1CN(C)S(=O)(=O)c1cn(C)cn1	2%	-5%	-9%	-2%	·	-13%	-7%	·	1

Record cards (already shown). Screens in order: ERG-DNA inh, APE1 inh, ALOX12 inh, Pol kappa inh, Apoferritin bind, Pol eta inh, RGS4 inh, Pol beta inh, LDHA block
N[C@@H](C(=O)O)[C@@H](CC(=O)O)c1ccc(Cl)cc1 is listed with ·, -3%, 4%, 8%[19.4 µM], 7%, ·, ·, ·, ·
O=C(CSc1ccc(Cl)cc1)NC(=O)NC1CCCC1 is listed with 4%, 10%, ?, -8%, ·, ?, -19%, ·, -3

13 neighbouring records already listed, for reference:
SMILES	ERG-DNA inh	APE1 inh	ALOX12 inh	Pol kappa inh	Apoferritin bind	Pol eta inh	RGS4 inh	Pol beta inh	LDHA block
OCCN(CCO)Cc1csc2ccccc12	0%	-6%	-11%	4%	0%	-9%	7%	16%	-3
CN(C)c1ccc(/C=N\Nc2nc(-c3ccccc3)cc(=O)[nH]2)cc1	15%	-1%	-8%	-5%	2%	-18%	1%	88%	0
COc1cccc(NS(=O)(=O)c2ccc3c(c2)N(C(C)=O)CCS3)c1	-8%	42%	-6%	-24%	-9%	-10%	-2%[11.4 µM]	-19%	-1
COc1ccc(C(=O)N/N=C/c2ccc(N3CCOCC3)o2)cc1OC	0%	2%	-8%	-23%	-1%	-4%	?	0%	14
N[C@@H](C(=O)O)[C@@H](CC(=O)O)c1ccc(Cl)cc1	·	-3%	4%	8%[19.4 µM]	7%	·	·	·	·
CCC(C)[C@@H](CN(N=O)[C@@H](Cc1ccccc1)CN(C)N=O)N(CCc1ccccc1)N=O (some centres undefined)	-11%	-2%	·	3%	-20%	1%	2%	-1%	0
CCCCNC(=O)/C(C#N)=C/c1ccc(-c2ccc(S(=O)(=O)N3CCOCC3)cc2)o1	-2%	-3%	-2%	-12%	-20%	-14%	12%	3%	-2
Cc1cc(C)cc(NC(=O)C(Cc2ccccc2)NS(=O)(=O)c2ccc3c(c2)c(=O)n(C)c(=O)n3C)c1 (centres undefined)	2%	·	0%	-1%	?	-14%	-3%	19%	7
O=C(CSc1ccc(Cl)cc1)NC(=O)NC1CCCC1	4%	10%	?	-8%	·	?	-19%	·	-3
COc1ccc(NC(=O)COC(=O)C2=COCCO2)cc1OC	4%	-2%	-3%	0%	-2%	-9%	-27%	-2%	-1
O=C(/C=C/c1ccc(F)cc1)NC(=S)Nc1ccccc1C(=O)NC1CCCCC1	·	-3%	-3%	-7%	-9%	2%	2%	24%	-5
CCC(CC)C(=O)Nc1ccc(C)c(O)c1	-7%	-1%	0%	-14%	?	-7%	22%	-6%	-2
O=C(CCC1CCCN(Cc2cccc(Cl)c2)C1)NCc1ccccc1F (centres undefined)	3%	-7%	-15%	3%	-3%	-9%	-6%	-13%	-2

Other records follow:
SMILES	ERG-DNA inh	APE1 inh	ALOX12 inh	Pol kappa inh	Apoferritin bind	Pol eta inh	RGS4 inh	Pol beta inh	LDHA block
Nc1cc(=O)[nH]c(SCC(=O)NNC(=O)c2ccccc2)n1	7%	7%	-11%	-1%	·	-12%	-3%	·	-3
O=C(NCCc1c[nH]c2ccccc12)c1ccccc1	-2%	52%	-8%&2%	-13%	-9%	-14%	1%	7%	-7&-3
COC(=O)C1=C(C)NC(=O)C1(NC(=O)CN1CCCC1=O)C(F)(F)F (centres undefined)	1%	-1%	0%	-9%	8%	-25%	-16%	0%	-3
COc1ccc(CNC(=O)CN(c2cccc([N+](=O)[O-])c2)S(C)(=O)=O)cc1	0%	7%	?	7%	-9%	-8%	-6%	14%	-1
COc1cccc(N2C(N)=NC(N)=NC2(C)C)c1	-7%	-4%	20%	-9%	-5%	-13%	0%	-5%	-3
O=C(Cn1c(NCCCO)nc2ccccc21)c1ccco1	·	-3%	-20%	-5%	-9%	9%	3%	-7%	-2
COc1ccc(-c2nc(SCC(=O)NC3CCCC3)c(-c3ccccc3)[nH]2)cc1OC	0%	·	2%&-2%	17%	-5%	-10%	24%	-3%	7&-1
Cc1ccc(-n2ncc3c2CC(C)(C)CC3NC(=O)CCc2ccc(=O)[nH]n2)cc1 (centres undefined)	-4%	49%[activator]	2%	3%	-6%	-18%	-2%	5%	-2
CCCNC(=O)N1CCCC(C(N)=O)C1 (centres undefined)	-3%	2%	-3%	-8%	1%	6%	2%	0%	-6
COc1cccc(CNC(=O)CSc2nnc3c(n2)[nH]c2ccc(OC)cc23)c1	3%	5%[12.4 µM]	-2%	-6%	0%	0%	31%	-27%	-9
CC1=C(C(=O)Nc2cc(-c3cccc(F)c3)[nH]n2)C2(CCCCC2)OC1=O	2%	-4%	-26%	-8%	-12%	4%	15%	-8%	1
CN(C)C(CNC(=O)c1cc(S(=O)(=O)N2CCOCC2)ccc1F)c1cccs1 (centres undefined)	-4%	-9%	-10%	5%	·	-14%	-5%	·	-3
O=C(O)CNC(=O)c1ccccc1Br	3%	1%	-9%	2%	-7%	-11%	-39%	2%	-5
O=C(CN1C(=O)NC2(CCc3ccccc3C2)C1=O)NCC(F)(F)F (centres undefined)	-1%	12%	0%	-20%	-5%	4%	2%	33%	-3
COCCn1c(-c2ccc(F)cc2)nc2cccnc21	-11%	2%	42%[activator]	-13%	-10%	-13%	9%	73%	-8

Screening data deposited in PubChem by National Center for Advancing Translational Sciences (NCATS).
